Bioassay records (PubChem BioAssay)
SNCA viab count – counter-screen for SNCA expression inhibitors: cell viability; 150,000 compounds, 0.12% hits; Potency, µM (series often up to 57.1 µM), for the others: at the top dose activity change, negative = cytotoxicity, usual class: cytotoxic; HEK-293-SNCA-luc viability, GF-AFC fluorescence, 24 h;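 also: potency is read from the fitted curve at half-maximal effect; 0% = DMSO-treated cells and -100% = medium-only wells without cells; nearly all actives have a fitted effect of over 30% in size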
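HEK-293-SNCA-luc cells (1500/well) plated 24 h, then exposed 24 h to a dilution series; GF-AFC added 30 min at 37C, fluorescence 405/540 nm; normalised to medium-only and DMSO wells, Hill fit.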
HEK cytotox – cytotoxic compounds in HEK 293 cells; HEK 293 viability, ATP luminescence (CellTiter-Glo), 48-72 h; Potency, µM (series often up to 115 µM), inactives show at the top dose activity change, negative = cytotoxicity, actives largely listed as inhibitors; 94,000 compounds, 6.6% hits; AID 1345083; also: potency is read from the fitted curve at half-maximal effect; nearly all actives have a fitted effect of over 60% in size
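250 HEK 293 cells/well; compound by pintool; incubated 48 or 72 hr at 37 degree Celsius; CellTiter-Glo added, 10 min RT, luminescence imaged.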
IP6K1 inhibitor – IP6K1 kinase inhibition. Q92551. IP6K1 kinase, ADP-Glo luminescence, 2 h; stronger effect = lower value. activity change, % (series mostly up to about 58 µM). 140,000 compounds, 0.81% hits. AID 1645851; in the data active = activity change below about -25%
Target sequence (Q92551 whole entry, looked up): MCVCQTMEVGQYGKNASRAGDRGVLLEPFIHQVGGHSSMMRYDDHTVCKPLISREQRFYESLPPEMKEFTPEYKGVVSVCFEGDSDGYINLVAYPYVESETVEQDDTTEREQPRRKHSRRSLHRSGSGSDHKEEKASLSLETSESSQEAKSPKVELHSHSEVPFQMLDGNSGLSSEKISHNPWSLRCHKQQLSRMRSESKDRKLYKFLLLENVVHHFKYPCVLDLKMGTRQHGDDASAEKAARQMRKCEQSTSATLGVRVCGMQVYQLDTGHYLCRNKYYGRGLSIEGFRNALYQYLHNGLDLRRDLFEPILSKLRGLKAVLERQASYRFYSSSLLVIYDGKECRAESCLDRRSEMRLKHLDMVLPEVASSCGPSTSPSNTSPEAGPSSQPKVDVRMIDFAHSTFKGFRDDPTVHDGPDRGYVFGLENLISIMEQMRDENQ
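ADP-Glo luminescence measures ADP made by human IP6K1 during a 2 h RT reaction with ATP/IP6 (mix at 1.3 mM/130 uM); top library doses 57.5 and 19.1 uM final.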
3T3 cytotox – cytotoxic compounds in NIH 3T3 cells | 94,000 compounds, 4.3% hits | NIH 3T3 viability, CellTiter-Glo ATP luminescence, 48-72 h | Potency, µM (series often up to 96.7 µM), without a hit: at the top dose activity change, negative = cytotoxicity, hits mostly inhibitors | AID 1345082; also: potency is read from the fitted curve at half-maximal effect; nearly all actives have a fitted effect of over 55% in size
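First NIH 3T3 cells are plated at 400 cells/well; next compound is pinned in; then plates incubate 48 or 72 hr at 37 °C; finally CellTiter-Glo is added and luminescence read after 10 min.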
SNCA expr inh – inhibitors of alpha-synuclein (SNCA) gene expression | HEK-293 SNCA-luciferase knock-in, luminescence, 24 h | Potency, µM (highest dose often 57.2 µM), inactives show at the highest dose activity change, negative = inhibition, most hits filed as inhibitors | 140,000 compounds, 0.17% hits;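 also: potency is read from the fitted curve at half-maximal effect; plate controls were DMSO cells for no effect and cell-free wells for full effect; nearly all actives have a fitted effect of over 45% in size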
Luciferase inh – inhibitors of firefly (Photinus pyralis) luciferase | P08659 | purified P. pyralis luciferase, luminescence, biochemical | Potency, µM (series often up to 115 µM), for the others: at the highest dose activity change, negative = inhibition, usual class: inhibitors | 76,000 compounds, 2.5% hits; also: potency is read from the fitted curve at half-maximal effect; nearly all actives have a fitted effect of over 65% in size
Target sequence (P08659 whole entry, looked up): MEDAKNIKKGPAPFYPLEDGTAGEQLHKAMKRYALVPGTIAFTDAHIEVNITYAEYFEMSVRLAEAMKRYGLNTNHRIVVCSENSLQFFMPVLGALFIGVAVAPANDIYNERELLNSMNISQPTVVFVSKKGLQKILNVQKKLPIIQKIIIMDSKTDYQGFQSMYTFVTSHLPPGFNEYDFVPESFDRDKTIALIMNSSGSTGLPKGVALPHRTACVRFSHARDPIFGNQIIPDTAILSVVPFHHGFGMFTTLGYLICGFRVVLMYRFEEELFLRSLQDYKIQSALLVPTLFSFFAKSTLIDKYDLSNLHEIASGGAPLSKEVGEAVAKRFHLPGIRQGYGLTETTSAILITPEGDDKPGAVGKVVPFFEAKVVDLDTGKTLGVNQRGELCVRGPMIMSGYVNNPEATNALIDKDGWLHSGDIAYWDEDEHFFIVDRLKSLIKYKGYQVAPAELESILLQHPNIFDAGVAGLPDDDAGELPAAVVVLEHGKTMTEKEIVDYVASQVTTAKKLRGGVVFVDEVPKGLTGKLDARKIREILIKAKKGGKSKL
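Inhibitors were tested against purified firefly luciferase in a biochemical, low-substrate format (both substrates at 10uM) and luminescence measured with a CCD imager.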
GPT2 inh – GPT2 alanine aminotransferase inhibition; Q8TD30; Recombinant GPT2, coupled pyruvate oxidase/HRP Amplex Red fluorescence; Potency, µM (doses to about 57.7 µM), for inactives: top-dose activity change, negative = inhibition, actives largely listed as inhibitors; 100,000 compounds, 0.25% hits; also: potency is read from the fitted curve at half-maximal effect; nearly all actives have a fitted effect of over 60% in size; many of its hits are not listed in these tables
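Fluorescence read-out: pyruvate from GPT2 turnover coupled to pyruvate oxidase, HRP and Amplex Red (0.2mM ThPP, 0.2U/mL PO and HRP, 50uM Amplex final). Substrates 250uM a-KG, 2mM L-alanine; enzyme 10ng/uL; 30 min RT.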
Numbers without * were called inactive; i = inactive; ? = inconclusive; nt = no result given; & = joins results of further samples; [ ] = dose if it differs, or a comment. Unless noted, calls follow the shape of the dose curve; as a rule, active = well fitted curve in the direction sought with a large enough effect; inconclusive = small, poorly fitted or top-dose-only effect, or another doubt; inactive = no such curve, though single readings can be large; an effect the other way counts as inactive or inconclusive. Unless noted, % is scaled to controls: 0 for no effect and ±100 for the full control effect. These rows are one share of the data (hit frequency here may not be typical).

Values run as follows: GPT2 inh, Luciferase inh, HEK cytotox, SNCA viab count, IP6K1 inhibitor, SNCA expr inh, 3T3 cytotox
1) CC(C)CC(NC(=O)c1cnc2ccccc2c1)c1nnc2n1CCNCC2 (stereo not given)
    -22%, 14%, i, -8%, -3, 7%, i
2) O=C(NC1CCCC1)N1c2ccccc2CC1c1nc(C2CC2)no1 (stereo not given)
    i, 20µM*, ?, -2%, 9, 101%[activator], ?
3) Cn1c(=O)c(=O)n(C)c2cc(N3CCCC3)c(NC(=O)c3ccccc3Cl)cc21
    nt, nt, nt, -19%, -5, 18%, nt
4) COCCN1C(=O)[C@H]2CN(Cc3cc(F)ccc3F)C[C@H]2C1=O
    i, 5%, -6%, -6%, -8, -26%, -15%
5) CCc1ccc(NC(=O)CSC2=Nc3ccccc3C3=NC(CCC(=O)NCc4ccccc4)C(=O)N23)cc1 (stereo not given)
    nt, nt, nt, 7%, 20, 29%, nt
6) COc1ccc(-c2noc(-c3ccc(N4CCOCC4)c([N+](=O)[O-])c3)n2)cc1OC
    nt, nt, nt, 3%, 7, 22%, nt
7) COCCN1C(=O)Cc2ccccc2C1C(=O)NCc1cccc(Cl)c1 (stereo not given)
    i, 3%, -5%, -2%, 2, -19%, -8%
8) Cc1nn(-c2ccccc2)c2c1N(CCCC(=O)NC(C)c1ccccc1)C(=O)CS2 (stereo not given)
    nt, nt, nt, -5%, -7, 5%, nt
9) CCN(CC)S(=O)(=O)c1ccc2c(c1)N(CC(=O)N1CCN(c3cccc(C)c3C)CC1)C(=O)CO2
    nt, nt, nt, -21%, 9, ?, nt
10) O=C(c1ccc2c(c1)OCO2)N1CCC2(CC1)NC(=O)N(Cc1ccccc1)C2=O
    i, 6%, -2%, -1%, 25, -9%, -6%
11) Cc1cc(C)c2nc(NC(=O)c3ccc(S(=O)(=O)N4CCC(C)CC4)cc3)sc2c1
    nt, nt, nt, -1%, -4, -11%, nt
12) Cn1ccnc1CN1CCN(C(C(=O)O)c2cccc3c2OCC3)CC1 (stereo not given)
    -26%, -9%, -7%, -2%, 3, -3%, -9%
13) Cc1cn2nc(C(=O)NCc3ccccc3Cl)cc2c(N2CCCC2)n1
    i, -8%, -27%, -2%, 2, 13%, ?
14) CCOC(=O)c1c(C)n(-c2ccccc2)c2ccc(OC(=O)COc3ccccc3)cc12
    nt, nt, nt, -3%, -15, 8%, nt
15) Cn1c(SCc2ccc(F)cc2)nc2c([nH]c3ccccc32)c1=O
    nt, nt, nt, -9%, 6, 17%, nt
16) CN1C(=O)C2(CCCN(C(=O)c3ccc(Cl)cc3)C2)Cc2ccccc21 (stereo not given)
    1%, nt, ?, -14%, 3, 61%[activator], ?
17) CC(C)N(Cc1ccccc1)C(=O)CCS(=O)(=O)c1cc2c(cc1Cl)NC(=O)CO2
    nt, nt, nt, -12%, 15, 0%, nt
18) CCOc1ccccc1NC(=O)Cn1c(N2CCOCC2)nc(C)cc1=O
    -6%, 2%, -21%, -4%, 3, -4%, -17%
19) Cc1ccc(NC(=O)N2CCCC(Cn3c(C4CC4)nc4cccnc43)C2)cc1C (stereo not given)
    -11%, -6%, ?, -12%, 5, 5%, ?
20) Cc1ccc(-c2cc(C(=O)Nc3c(C(=O)c4ccc(C)c(F)c4)oc4ccccc34)no2)cc1
    nt, nt, nt, 9%, -1, -29%, nt

The listing continues:
Values run as follows: GPT2 inh, Luciferase inh, HEK cytotox, SNCA viab count, IP6K1 inhibitor, SNCA expr inh, 3T3 cytotox
21) O=C(N[C@H]1C[C@H]2C(=O)Nc3ccc(-c4cccs4)cc3C(=O)N2C1)c1ccccc1
    i, 0%[172 µM], 32µM*, -28%[87.6 µM], -17, ?, ?
22) O=C1N(CC2CCC2)CCCC1(O)CNCC1CCCCC1 (stereo not given)
    i, 8%, -12%, 8%, -6, -9%, -21%
23) Cc1ccc(C)c(CN2C(=O)c3ccccc3S(=O)c3ccc(C(=O)NCCc4ccc(Cl)cc4)cc32)c1 (stereo not given)
    nt, nt, nt, -1%, 5, -21%, nt
24) C[C@@H](O)[C@H]1C(=O)N2C(C(=O)O)=C(S[C@@H]3CN[C@H](C(=O)N(C)C)C3)[C@H](C)[C@H]12
    -6%, nt, nt, -11%&-24%[23.9 µM], 2&15, -7%&-8%[25.6 µM], nt
25) Cc1cccc(OCC(=O)Nc2ccccc2OCc2cc(=O)n3cc(C)ccc3n2)c1
    nt, nt, nt, -24%, 20, 4%, nt
26) CCCCNC(=O)c1ccc(-c2nc(CS(=O)(=O)c3ccc(C)cc3)c(C)o2)cc1
    nt, nt, nt, 3%, 11, -7%, nt
27) CC[C@H]1CN(C(=O)Nc2cccc(C(F)(F)F)c2)CC[C@H]1CC(=O)Nc1ccccc1
    ?, -11%[172 µM], 50µM*, ?, 8, ?, ?
28) CCc1ccc2ncc3c(-c4ccc(F)cc4)nn(CC(=O)NCc4ccccc4)c3c2c1
    nt, nt, nt, 1%, 15, 11%, nt
29) COc1ccccc1Oc1ncccc1CNC(=O)c1ccc(C)nc1
    -5%, -8%, -8%, 6%, 19, 18%, -9%
30) O=C(NC1CCCCC1)c1ccc2nnc(-c3ccc(OC(F)(F)F)cc3)n2c1
    i, nt, ?, -14%, 3, 8%, ?
31) COc1ccc(CC(=O)N2Cc3ccccc3CC23CCCN(C(=O)CCN)C3)cc1 (stereo not given)
    -21%, nt, -16%, -14%, 15, 33%, ?
32) CCOC(=O)c1cnc2ccc(C)cc2c1NCCc1ccc(OC)c(OC)c1
    nt, nt, nt, 6%, 11, 1%, nt
33) CCc1ocnc1C(=O)N1CCC(C(=O)O)(n2cc(C)cn2)CC1
    i, -4%, -6%, 7%, 15, -9%, -5%
34) O=[S+]([O-])(Nc1cccnc1)c1ccc2c(c1)OCCN(Cc1ccc(F)cc1)C2
    4%[88.5 µM], 6%[172 µM], ?, 2%[87.6 µM], -8, 1%[87.6 µM], ?
35) Cn1cc(CN2CCN3CCCC3C2)c(-c2ccc(C3CCCCC3)cc2)n1 (stereo not given)
    ?, ?, 25µM*, -2%, 34, 20%, ?
36) COCCCNC(=O)N1CCCCCNC(=O)[C@@H]2CCCC[C@@H]21
    1%, -10%, -3%, ?, -9, -30%, -9%
37) Nc1ccc(CN2CCCC3(Cc4ccccc4CNC3=O)C2)cc1 (stereo not given)
    i, nt, -5%, -5%, -4, 14%, -7%
38) Nc1ccc(S(=O)(=O)NC2(C(F)(F)F)NC(=O)N(c3cccc(Cl)c3)C2=O)cc1 (stereo not given)
    nt, nt, nt, 9%, -6, 15%, nt
39) O=C(NC1CCCN(Cc2ccc(-c3cncnc3)cc2)C1)c1ccncc1 (stereo not given)
    1%, nt, ?, -2%[12.5 µM], -1, -9%, -22%
40) O=C(N1CCC(NS(=O)(=O)c2ccccc2)CC1)N1CC2CC(C1)[C@H]1CCCC(=O)N1C2 (stereo not given in full)
    -16%, 3%, -1%, -8%, 5, -13%, i

A second format for 2 compounds above:
37: Nc1ccc(CN2CCCC3(Cc4ccccc4CNC3=O)C2)cc1 (stereo not given)
  GPT2 inh: i | Luciferase inh: nt | HEK cytotox: -5% | SNCA viab count: -5% | IP6K1 inhibitor: -4 | SNCA expr inh: 14% | 3T3 cytotox: -7%

21: O=C(N[C@H]1C[C@H]2C(=O)Nc3ccc(-c4cccs4)cc3C(=O)N2C1)c1ccccc1
  GPT2 inh: i | Luciferase inh: 0%[172 µM] | HEK cytotox: 32µM* | SNCA viab count: -28%[87.6 µM] | IP6K1 inhibitor: -17 | SNCA expr inh: ? | 3T3 cytotox: ?

Going on with the list.
Values run as follows: GPT2 inh, Luciferase inh, HEK cytotox, SNCA viab count, IP6K1 inhibitor, SNCA expr inh, 3T3 cytotox
41) CCN(CC)CCN
    i, nt, nt, -8%[23.9 µM], 22, -19%[25.6 µM], nt
42) CCOC(=O)c1c(C)sc(-c2c(-c3ccc(OC)c(F)c3)[nH]c3c2c(=O)[nH]c(=O)n3C)c1O
    nt, nt, nt, -2%, 11, 0%, nt
43) COc1ccccc1C(=O)NCC1(N2CCN(C)CC2)CCCCC1
    nt, nt, nt, -7%, -5, -6%, nt
44) CN(CC1Cc2ccccc2O1)C(=O)c1coc(COc2ccc3c(c2)OCO3)n1 (stereo not given)
    i, -6%, ?, 4%, 17, -4%, -39%
45) CCc1ccccc1S(=O)(=O)Cc1ccc(C(=O)NCCc2ccc(Cl)cc2)o1
    nt, nt, nt, -21%, 13, -33%, nt
46) O=C(c1ccc(Cl)nc1)N1CCc2nc(C3CC3)nc(-c3ccc(Cl)cc3)c2C1
    -8%, 6%, ?, -6%, 3, 1%, ?
47) Cc1ccc(Br)c(C(=O)NCc2ccnc3[nH]ccc23)c1
    i, -12%, ?, 4%, 6, 8%, -17%
48) O=C(COc1ccccc1)Nc1ccc([C@@H](O)[C@H]2COCC(=O)N2CC2CC2)cc1
    -6%[88.5 µM], -4%[172 µM], ?, 4%[87.6 µM], 8, 5%[87.6 µM], -26%[174 µM]
49) COC(=O)[C@H](Cc1ccc(OC)cc1)NC(=O)[C@H]1CN(C(=O)c2cccnc2)CCN1C(C)=O
    2%, -3%, -3%, 4%, -8, -24%, i
50) COc1ccc(CCNC(=O)C2CCN(c3cn[nH]c(=O)c3)C2)cc1OC (stereo not given)
    1%, 10%, i, 9%, 11, -26%, i
51) CC1CCc2nc(NC(=O)COc3ccc(C(C)(C)C)cc3)sc2C1 (stereo not given)
    nt, nt, nt, 10%, -18, -13%, nt
52) C#CCN(C)CC[C@@H]1CC[C@H](O)[C@@H](C(=O)NCc2ccc(OC)cc2)O1
    -19%[88.5 µM], -1%[172 µM], i, -2%[87.6 µM], 14, 23%[87.6 µM], 3%[138 µM]
53) CCNC(=O)Cc1ccc(N(Cc2ccc(F)cc2)C(=O)c2ccco2)cc1
    -7%, 4%, -24%, 3%, -4, 4%, -18%
54) Cc1ccc(CNS(=O)(=O)c2ccc(N3CCCCS3(=O)=O)cc2)cc1
    nt, nt, nt, 3%, -3, 24%, nt
55) CC(C)CC(=O)Nc1cccc(-c2cn3cccnc3n2)c1
    nt, nt, nt, -2%, 11, 136%[activator], nt
56) CC(C)CNC(=O)C1COC2(CCN(C(=O)c3ccccc3Cl)CC2)N1C(=O)c1ccccc1 (stereo not given)
    0%, -6%, ?, 8%, 1, -4%, -8%

Entries by screen from the entries so far:
3T3 cytotox, compounds 12–16, in order: -9%, ?, nt, nt, ?

Another view of part of the listing above:
no. | compound | GPT2 inh | Luciferase inh | HEK cytotox | SNCA viab count | IP6K1 inhibitor | SNCA expr inh | 3T3 cytotox
42 | CCOC(=O)c1c(C)sc(-c2c(-c3ccc(OC)c(F)c3)[nH]c3c2c(=O)[nH]c(=O)n3C)c1O | nt | nt | nt | -2% | 11 | 0% | nt
43 | COc1ccccc1C(=O)NCC1(N2CCN(C)CC2)CCCCC1 | nt | nt | nt | -7% | -5 | -6% | nt
